KDM4C inh = inhibitors of GASC-1 (KDM4C) histone demethylase, primary screen, biochemical, single concentration HTS. 96,000 compounds, 0.15% hits. Lysine-specific demethylase 4C (Homo sapiens), Q9H3R0. inhibition, % at 12.5 µM. GST-KDM4C 2-372, H3K9me3 peptide, LANCE TR-FRET. AID 720574, 2013;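 active = mean replicate inhibition above about 25%, with at least 55% of replicates also reaching it, limit read from the data, passing the limit was not always enough; inconclusive = only one of those two conditions met; inactive = neither condition met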
Target sequence (Q9H3R0 2-372 limits assumed): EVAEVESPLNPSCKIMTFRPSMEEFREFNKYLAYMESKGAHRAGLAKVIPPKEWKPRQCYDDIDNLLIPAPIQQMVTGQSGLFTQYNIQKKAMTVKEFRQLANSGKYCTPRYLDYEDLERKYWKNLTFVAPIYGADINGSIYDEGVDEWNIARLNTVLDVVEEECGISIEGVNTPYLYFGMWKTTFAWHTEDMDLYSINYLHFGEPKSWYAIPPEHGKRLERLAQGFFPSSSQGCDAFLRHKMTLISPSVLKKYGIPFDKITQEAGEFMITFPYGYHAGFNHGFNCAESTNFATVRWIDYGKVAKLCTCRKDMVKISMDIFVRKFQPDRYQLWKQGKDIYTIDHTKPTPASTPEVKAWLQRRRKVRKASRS
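Test system – GST-tagged GASC-1 (JMJD2C) catalytic fragment, aa 2-372 · Medium – HEPES buffer, pH 7.5, plus ascorbate · Reagent – H3K9me3 peptide with Fe(II)/2OG · Compound – one test concentration per compound · Timing – 30 min reaction, 60 min detection, RT · Technique – TR-FRET with Eu antibody and ULight streptavidin, EDTA stop · Read-out basis – inhibition from TR-FRET ratio decrease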
Pf Dd2 inh = P. falciparum Dd2 growth inhibitors, primary screen, SYBR Green fluorescence, single dose replicates | activity change, % at 10 µM | 94,000 compounds, 2.3% hits | 72 h; active compounds read low; in the data active = activity change below about -80%; inconclusive = no clear call, values can overlap the other calls
T cruzi growth = T. cruzi intracellular proliferation inhibitors, primary screen, cell-based, beta-gal Tulahuen parasites, NIH3T3 host, luminescence. 77,000 compounds, 5.9% hits. T. cruzi beta-gal in NIH3T3, GalScreen luminescence, 90 h. inhibition, % at 8.34 µM;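 active = mean inhibition above about 93%, with at least 55% of replicates each passing it, limit read from the data, passing the limit was not always enough; inconclusive = only one of those two conditions holds; inactive = neither condition holds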
C diff HTS = C. difficile growth inhibitors, primary screen, HTS. Clostridium difficile clinical isolate growth, OD600, 24 h; active compounds read low. growth activity, negative = inhibition, % at 16 µg/mL (by protocol). 86,000 compounds, 0.25% hits. AID 1259249, 2017;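 active = mean growth activity at or below -80% and every replicate also at or below -80%; inconclusive = mean at or below -80% but some replicate above -80%; inactive = mean growth activity above -80%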;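 note: 0% = DMSO wells and -100% = levofloxacin 16 µg/mL wells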
* hit, by the source's call; ? = inconclusive; nt = not tested or not shown.

Screens in order: Pf Dd2 inh	T cruzi growth	C diff HTS	KDM4C inh
COC(=O)C[C@H]1CC[C@H]2[C@@H](COc3ccc(NC(=O)c4cccc(Cl)c4)cc3C(=O)N2C)O1
→ 12	nt	0	0.1
COc1ccccc1CN1[C@@H]2CN(C(=O)c3ccncc3)c3ccccc3[C@@H]2[C@@H]1CO
→ 8	-44	2	0.9
CCC(=O)N1C[C@@H](C)[C@@H](OC)CN(C)C(=O)c2cc(NC(=O)C3CCOCC3)ccc2OC[C@@H]1C
→ 9	nt	nt	0.3
COc1ccc(NC(=O)N(C)C[C@H]2Oc3ccc(NC(=O)Cc4ccccc4)cc3CC(=O)N([C@@H](C)CO)C[C@@H]2C)cc1
→ -1	12	-1	0.9
C[C@H](CO)N1C[C@H](C)[C@H](CN(C)C(=O)Nc2ccccc2)OCCCC[C@H](C)Oc2ccc(NS(=O)(=O)c3cn(C)cn3)cc2C1=O
→ 29	29	-5	0.0
C[C@@H]1CN([C@H](C)CO)S(=O)(=O)c2ccc(-c3ccncc3)cc2O[C@@H]1CN(C)C(=O)Nc1ccc(C(F)(F)F)cc1
→ -27	83	0	-1.7
O=C(C[C@@H]1C=C[C@@H](NC(=O)c2ccncc2)[C@H](CO)O1)NCC1CCCCC1
→ nt	nt	0	-2.4
Cc1noc(C)c1S(=O)(=O)Nc1ccc2c(c1)CC(=O)N([C@@H](C)CO)C[C@@H](C)[C@H](CN(C)S(=O)(=O)c1ccc(Cl)cc1)O2
→ -10	35	6	-1.3
CO[C@H]1CN(C)C(=O)c2ccc(NC(=O)Cc3ccccc3)cc2OC[C@H](C)N(CC2CC2)C[C@H]1C
→ -22	22	nt	0.3
CO[C@H]1CN(C)C(=O)c2cccc(C#N)c2OCC[C@@H]2CC[C@H](OC)[C@@H](CN(C)C(=O)[C@H]1C)O2
→ nt	52	-6	0.1
C[C@@H]1CN([C@H](C)CO)C(=O)Cc2cc(NC(=O)Cc3cn(C)c4ccccc34)ccc2O[C@@H]1CN(C)Cc1ccc(C(=O)Nc2ccccc2N)cc1
→ -66	94	-2	-0.3
CN(C)c1ccc2c(c1)[C@H]1C[C@@H](CC(=O)N3CCCCC3)O[C@@H](CO)[C@H]1O2
→ 6	nt	3	21
C[C@@H]1CN([C@H](C)CO)C(=O)c2cc(C#CCN(C)C)cnc2O[C@H]1CN(C)S(C)(=O)=O
→ 35	-5	-1	5.5
C[C@@H]1CCCCO[C@@H](CN(C)C(=O)CCCN(C)C)[C@H](C)CN([C@@H](C)CO)C(=O)c2cc(NC(=O)NC3CCCCC3)ccc2O1
→ 37	34	0	2.4
CC(C)c1cn(CC[C@@H]2CC[C@H](NC(=O)C3CCCCC3)[C@@H](CO)O2)nn1
→ nt	nt	-3	0.4
O=C(Nc1ccc(F)cc1)N1C[C@H]2[C@@H](c3ccccc31)[C@@H](CO)N2C(=O)c1cccnc1
→ 0	38	0	-1.3
O=C(C[C@@H]1CC[C@H](NC(=O)c2cccc(F)c2)[C@H](CO)O1)NCc1ccccc1
→ 6	-43	-2	-1.4
CC(C)C(=O)Nc1ccc2c(c1)C(=O)N(C)[C@H]1CC[C@H](CC(=O)N[C@H](C)c3ccccc3)O[C@@H]1CO2
→ -1	32	-4	-1.1
O=C(c1cnccn1)N1CC(=O)N2[C@H](CO)[C@@H](c3ccc(C#CC4CC4)cc3)[C@H]2C1
→ 16	nt	2	-1.4
CC(C)CC#Cc1cnc2c(c1)C(=O)N([C@@H](C)CO)C[C@H](C)[C@@H](CN(C)S(=O)(=O)c1cccs1)O2
→ -10	69	-10	-3.3
COC(=O)N(C)C[C@H]1OCc2cnnn2CCCC(=O)N([C@H](C)CO)C[C@@H]1C
→ 0	10	nt	nt
Cc1noc(C)c1NC(=O)Nc1ccc2c(c1)C(=O)N([C@H](C)CO)C[C@@H](C)[C@@H](CN(C)S(=O)(=O)c1ccccc1)OCCCC[C@@H](C)O2
→ -58	-56	-12	-0.2
C[C@@H]1CN([C@@H](C)CO)C(=O)c2cc(NC(=O)NC3CCCCC3)ccc2O[C@@H]1CN(C)Cc1ccc(Oc2ccccc2)cc1
→ -3	81	24	-0.6
O=C(C[C@@H]1CC[C@@H](NC(=O)c2ccc3c(c2)OCO3)[C@@H](CO)O1)NCc1ccc(Oc2ccccc2)cc1
→ -43	-52	0	-1.1
Cc1ccc(-c2ccc3c(c2)O[C@@H](CN(C)C(=O)NC(C)C)[C@@H](C)CN([C@H](C)CO)S3(=O)=O)cc1
→ -34	32	1	1.4
CN(C)C(=O)[C@@H]1[C@@H](CO)[C@@H]2Cn3c(ccc(-c4cccc(F)c4)c3=O)[C@H]1N2Cc1ccccc1
→ nt	103*	-11	0.5
CO[C@@H]1CN(C)C(=O)c2ccc(NC(=O)CC(F)(F)F)cc2OC[C@@H](C)N(C(=O)C2CC2)C[C@@H]1C
→ 22	nt	-14	-0.5
Cc1ccc(S(=O)(=O)N[C@H]2CC[C@H](CCNC(=O)Cc3ccccn3)O[C@@H]2CO)cc1
→ -13	15	6	0.8
C[C@H](CO)N1C[C@H](C)[C@@H](CN(C)C(=O)Nc2ccc3c(c2)OCO3)OCCCC[C@H](C)Oc2ccc(NS(=O)(=O)c3ccc(F)cc3)cc2C1=O
→ -27	23	-17	0.8
CCCC(=O)N1CC2(CN(C(=O)C3CCC3)C2)c2c(n(C)c3cc(OC)ccc23)[C@@H]1CO
→ -12	nt	-1	-1.1
COc1ccccc1NC(=O)N[C@H]1CC[C@H](CCn2cc(-c3ccccc3)nn2)O[C@H]1CO
→ -5	52	4	2.7
COCC(=O)N1[C@@H](C#N)[C@@H](c2ccccc2-c2cccc(C)c2)[C@@H]1CO
→ 21	nt	-3	-1.2
CCC(=O)N1[C@H](CO)[C@H]2c3ccccc3N(C(=O)Nc3ccccc3Cl)C[C@H]21
→ -10	32	0	0.5
C[C@@H]1CCCCO[C@H](CN(C)S(=O)(=O)c2ccc(F)cc2)[C@H](C)CN([C@H](C)CO)C(=O)c2cc(NS(=O)(=O)c3cn(C)cn3)ccc2O1
→ 37	47	3	-0.4
C[C@H]1CN([C@@H](C)CO)S(=O)(=O)c2ccc(C#CCN(C)C)cc2O[C@H]1CN(C)C(=O)C1CCCCC1
→ -25	nt	3	0.9
C/C=C/c1ccc([C@@H]2[C@@H](C#N)N(c3ncc(CC)s3)[C@@H]2CO)cc1
→ -37	?	6	1.7
C[C@H](NC(=O)N(C)C[C@@H]1OCc2ccccc2-c2ccccc2C(=O)N([C@H](C)CO)C[C@H]1C)c1ccccc1
→ -6	10	-2	1.5
O=C(C1CCCCC1)N1[C@@H](CO)[C@@H](c2ccccc2)C12CN(Cc1cccc(Cl)c1)C2
→ -50	nt	23	-0.9
COc1ccc(NC(=O)N(C)C[C@H]2Oc3ccc(NS(=O)(=O)c4ccccc4)cc3CC(=O)N([C@@H](C)CO)C[C@@H]2C)cc1
→ 40	24	0	-0.3
CN(C)CC(=O)N[C@@H]1C=C[C@@H](CC(=O)NCc2ccccc2F)O[C@H]1CO
→ 12	-20	1	0.1

Ordered by SMILES length (low to high): three of the compounds above.
Screens in order: Pf Dd2 inh	T cruzi growth	C diff HTS	KDM4C inh
Cc1ccc(S(=O)(=O)N[C@H]2CC[C@H](CCNC(=O)Cc3ccccn3)O[C@@H]2CO)cc1
→ -13	15	6	0.8
C[C@H](NC(=O)N(C)C[C@@H]1OCc2ccccc2-c2ccccc2C(=O)N([C@H](C)CO)C[C@H]1C)c1ccccc1
→ -6	10	-2	1.5
C[C@@H]1CN([C@@H](C)CO)C(=O)c2cc(NC(=O)NC3CCCCC3)ccc2O[C@@H]1CN(C)Cc1ccc(Oc2ccccc2)cc1
→ -3	81	24	-0.6

Later entries
Screens in order: Pf Dd2 inh	T cruzi growth	C diff HTS	KDM4C inh
CC(C)NC(=O)N[C@@H]1CC[C@H](CC(=O)NC2Cc3ccccc3C2)O[C@H]1CO
→ 3	-17	nt	-2.5
Cc1ccc(S(=O)(=O)Nc2ccc3c(c2)C(=O)N([C@H](C)CO)C[C@@H](C)[C@@H](CN(C)C(=O)Nc2c(C)noc2C)OCCCC[C@@H](C)O3)cc1
→ -8	-32	0	-1.3
O=C(NCC[C@H]1CC[C@@H](NC(=O)C2CC2)[C@H](CO)O1)Nc1ccc(C(F)(F)F)cc1
→ -25	8	20	0.7
CCCN1C[C@H](C)[C@H](OC)CN(C)C(=O)c2cc(NC(=O)NC3CCCCC3)ccc2OC[C@@H]1C
→ nt	-56	nt	1.8
Cc1ccc(S(=O)(=O)Nc2ccc3c(c2)C(=O)N([C@@H](C)CO)C[C@@H](C)[C@@H](CN(C)C(=O)Nc2c(C)noc2C)O3)cc1
→ 23	-10	-2	-0.9
C[C@@H](NC(=O)C[C@H]1C=C[C@H](NC(=O)Nc2ccc3c(c2)OCO3)[C@@H](CO)O1)c1ccccc1
→ -10	5	nt	0.5
C[C@@H]1CN([C@H](C)CO)S(=O)(=O)c2ccc(-c3cccc(C#N)c3)cc2O[C@@H]1CN(C)Cc1ccccn1
→ -27	32	-2	3.4
O=C(Nc1ccc(C(F)(F)F)cc1)N[C@H]1CC[C@H](CCn2cc(C3(O)CCCC3)nn2)O[C@H]1CO
→ -32	34	-1	-2.3
C[C@@H]1CCCCO[C@@H](CN(C)CC2CCCCC2)[C@@H](C)CN([C@@H](C)CO)C(=O)c2cc(NC(=O)Nc3ccc4c(c3)OCO4)ccc2O1
→ -66	92	-3	16
O=C(NCC[C@H]1CC[C@@H](NC(=O)C2CCC2)[C@H](CO)O1)Nc1ccc(Cl)cc1
→ 20	nt	6	7.0
O=C(C1CCC1)N1CC(=O)N2[C@H](CO)[C@@H](c3ccc(C#CCc4ccccc4)cc3)[C@H]2C1
→ -79	nt	-17	-1.9
O=C(c1cccc(F)c1)N1CCCCN2[C@@H](CO)[C@@H](c3ccc(-c4ccc(F)cc4)cc3)[C@@H]2C1
→ -21	67	59	nt
CO[C@H]1CN(C)C(=O)c2ccc(NC(C)=O)cc2OC[C@@H](C)N(CCC(F)(F)F)C[C@H]1C
→ 26	-1	-2	0.5
CC(C)NC(=O)Nc1ccc2c(c1)C(=O)N([C@H](C)CO)C[C@@H](C)[C@H](CN(C)C(=O)Nc1ccc3c(c1)OCO3)O2
→ 3	-1	-2	0.0
C[C@@H]1CN([C@H](C)CO)C(=O)Cc2cc(NS(=O)(=O)c3ccccc3)ccc2O[C@H]1CN(C)S(=O)(=O)c1cn(C)cn1
→ 36	6	6	1.3
C[C@H]1CCCCO[C@H](CN(C)C(=O)Nc2ccccc2)[C@@H](C)CN([C@@H](C)CO)C(=O)c2cc(NS(C)(=O)=O)ccc2O1
→ -3	12	1	17
CC(C)CC#Cc1ccc([C@H]2[C@H]3CN(C(=O)Nc4ccc(F)cc4)CC(=O)N3[C@H]2CO)cc1
→ -36	nt	2	1.5
COc1ccc2c3c(n(C)c2c1)[C@H](CO)N(C(=O)NC(C)C)CC31CCN(C(=O)NC(C)C)CC1
→ 2	nt	-5	0.2
CN(C)CC(=O)N[C@H]1CC[C@H](CCn2cc(C3CCCC3)nn2)O[C@@H]1CO
→ -2	-4	0	1.0
C[C@@H]1CN([C@@H](C)CO)C(=O)c2cc(NC(=O)Nc3ccc(F)cc3)ccc2O[C@@H](C)CCCCO[C@@H]1CN(C)S(=O)(=O)c1cn(C)cn1
→ -54	-4	nt	-0.1

Some of these compounds in order of their number in KDM4C inh, descending:
Structure	KDM4C inh
C/C=C/c1ccc([C@@H]2[C@@H](C#N)N(c3ncc(CC)s3)[C@@H]2CO)cc1	1.7
COc1ccc(NC(=O)N(C)C[C@H]2Oc3ccc(NC(=O)Cc4ccccc4)cc3CC(=O)N([C@@H](C)CO)C[C@@H]2C)cc1	0.9
CCC(=O)N1[C@H](CO)[C@H]2c3ccccc3N(C(=O)Nc3ccccc3Cl)C[C@H]21	0.5

Other structures
Screens in order: Pf Dd2 inh	T cruzi growth	C diff HTS	KDM4C inh
CNC[C@H]1Oc2ccc(NC(=O)Nc3c(C)noc3C)cc2C(=O)N([C@H](C)CO)C[C@H]1C
→ 19	-35	1	0.5
OC[C@@H]1[C@H](c2ccc(C#Cc3ccccc3F)cc2)[C@H]2CN(Cc3cncnc3)CCCCN12
→ -76	118*	-1	-0.3
C[C@H]1CN([C@@H](C)CO)C(=O)c2cccc(NC(=O)Nc3ccc(C(F)(F)F)cc3)c2O[C@@H]1CN(C)Cc1ccc(C(=O)O)cc1
→ 15	-16	1	0.4
CCCNC(=O)N[C@H]1C=C[C@H](CC(=O)NC2CCCCC2)O[C@@H]1CO
→ 16	-41	nt	2.1
Cc1noc(C)c1NC(=O)Nc1cccc2c1O[C@H](CN(C)C(=O)NC(C)C)[C@H](C)CN([C@H](C)CO)C2=O
→ 17	27	17	1.3
COc1ccc2c3c([nH]c2c1)[C@@H](CO)N(C(=O)NC(C)C)CC31CCN(Cc2ccc(F)cc2)CC1
→ -60	nt	13	-0.6
CCS(=O)(=O)Nc1ccc2c(c1)C(=O)N(C)C[C@@H](OC)[C@H](C)CN(CC1CCCC1)[C@@H](C)CO2
→ -38	-42	5	-0.2

Compound activity: PubChem BioAssay, Broad Institute
